From PubChem
HTR5A ag = activates human HTR5A in OPRM1-OPRD1 agonist counter-screen; 0.61% of 340,000 active; HTR5A agonist assay, luminescence, cell-based; AID 504692; activation, % at 9.3 µM; P47898; in the data active = activation mostly above about 9.5%, no sharp cut-off; inactive = mostly below about 7.6%;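 also: 0% = cells with vehicle only and 100% = reference agonist; strong numbers were not always called active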
phage Ecoli inh = E. coli growth loss with phage present; inhibition, % at 11.9 µM; growth absorbance; 0.26% of 360,000 active; in the data active = inhibition above about 11%
Ecoli viability = reduces bacterial viability in AddAB counter-screen; E. coli V3065 growth, OD600 absorbance, 18 h; inhibition, % at 11.9 µM; 0.27% of 330,000 active;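 active = inhibition above the campaign's mean inhibition across all tested compounds plus 3 SD, cut at about 9.9% in these data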;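 also: uninfected addAB+ strain grown without phage in ampicillin broth; 0% = DMSO wells and 100% = ciprofloxacin 0.95 µg/ml wells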
MOR-DOR ag = OPRM1-OPRD1 heterodimerization agonism | P35372+P41143 | cells, luminescence | activation, % at 9.3 µM | 0.3% of 340,000 active | AID 504326; in the data active = activation above about 18%;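 also: 0% = vehicle-treated cells and 100% = reference agonist; values of inactives mirror those of a sister screen read the other way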
Target sequence (P35372 whole entry, looked up): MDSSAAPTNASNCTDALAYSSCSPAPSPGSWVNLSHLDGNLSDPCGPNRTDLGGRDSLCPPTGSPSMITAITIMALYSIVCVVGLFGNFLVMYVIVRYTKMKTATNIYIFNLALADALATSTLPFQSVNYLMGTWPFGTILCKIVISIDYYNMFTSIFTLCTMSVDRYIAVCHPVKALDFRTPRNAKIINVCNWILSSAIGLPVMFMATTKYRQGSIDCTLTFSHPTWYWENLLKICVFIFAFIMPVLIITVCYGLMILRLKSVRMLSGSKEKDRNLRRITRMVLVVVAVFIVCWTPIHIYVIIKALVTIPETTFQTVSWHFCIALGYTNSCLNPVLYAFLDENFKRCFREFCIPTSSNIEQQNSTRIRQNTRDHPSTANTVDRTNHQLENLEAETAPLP
Target sequence (P41143 whole entry, looked up): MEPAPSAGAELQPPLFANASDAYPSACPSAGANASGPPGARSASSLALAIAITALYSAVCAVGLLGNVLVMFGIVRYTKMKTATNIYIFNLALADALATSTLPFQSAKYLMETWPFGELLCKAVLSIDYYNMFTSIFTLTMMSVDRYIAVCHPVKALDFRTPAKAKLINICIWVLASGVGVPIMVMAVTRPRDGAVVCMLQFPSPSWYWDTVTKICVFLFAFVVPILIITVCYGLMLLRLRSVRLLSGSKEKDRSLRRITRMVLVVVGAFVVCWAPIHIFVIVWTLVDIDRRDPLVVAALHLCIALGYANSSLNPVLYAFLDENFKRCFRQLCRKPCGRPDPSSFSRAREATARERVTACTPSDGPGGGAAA
SUMO Mot1 rescue = inhibitors of SUMOylation pathway: yeast Mot1-301 growth rescue. S. cerevisiae Mot1-301 growth rescue, ATP luminescence, 38.5C; percent above DMSO median, 100 means doubled. 1% of 320,000 active. growth rescue, % at 18.8 µM;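 active = every valid replicate shows activation above 250% relative to neutral control wells; inactive = the rest, any valid replicate at or below 250%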;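 also: OY570 slx delta 5 strain wells were the positive control but not used for scaling; some compounds called inactive have numbers as strong as hits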
DSG3 Ab inh = blocks pemphigus antibody binding to human desmoglein-3; P32926; AID 588358; binding (percent of control), % at 10 µM; DSG3-coupled beads, scFv-anti-DSG3-GFP binding, flow cytometry; hits give low values; 0.48% of 310,000 active;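 active = binding more than 3 SD below its plate's average and above zero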;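 also: hits lower antibody fragment binding to DSG3; some compounds called inactive have numbers as strong as hits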
HTR5A inv ctr = inverse agonist of human HTR5A in OPRM1-OPRD1 counter-screen. P47898. inhibition, % at 9.3 µM. 0.083% of 340,000 active. HTR5A cell line, luminescence, inverse agonism; in the data active = inhibition mostly above about 23%, no sharp cut-off; inactive = mostly below about 18%;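 also: 0% = cells with DMSO and 100% = no-cell wells with DMSO; some compounds called inactive have numbers as strong as hits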
MOR-DOR inv ag = inverse agonists of human mu-delta opioid receptor heterodimerization; P35372+P41143; cell-based MOR-DOR heterodimer luminescence, inverse agonism; inhibition, % at 9.3 µM; 0.21% of 340,000 active; AID 504357; in the data active = inhibition above about 22%, passing the limit was not always enough;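 also: 0% = cells with DMSO and 100% = wells without cells with DMSO; values of inactives mirror those of a sister screen read the other way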
AddAB inh = less growth of phage-infected E. coli with AddAB | E. coli expressing H. pylori AddAB, absorbance growth | inhibition, % at 11.9 µM | 0.29% of 330,000 active | AID 435030; in the data active = inhibition above about 12%;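 also: 0% = vehicle wells of infected cells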
PfHsp90 yeast 2 = inhibits growth of yeast expressing Plasmodium falciparum Hsp90. AID 504621. inhibition, % at 9.4 µM. S. cerevisiae expressing PfHsp90, BacTiter-Glo ATP, 48 h; yeast lacking PDR1 and PDR3 efflux regulators. 0.32% of 310,000 active;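 active = every replicate shows inhibition above about 80%, whatever the replicate mean, limit read from the data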;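 also: 0% = DMSO neutral controls and 100% = 20 µM radicicol positive controls; yeast relying on Plasmodium falciparum Hsp90 in place of its own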
PKA-R1A activ = PKA-R1A complex activation. PKA-R1A dissociation, Cy5-IP20 fluorescence polarization; scaled: DMSO 0%, 113 µM cGMP 100%. P00514+P68181. 0.083% of 340,000 active. AID 504707. activation, % at 11.4 µM;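 active = percent activation above the mean of all tested compounds plus 3 SD, cut at about 19% in these data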;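 also: higher means more PKAc released from R1A so a rise in polarization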
* marks the source's active call; other numbers are inactive results; x = not tested or not shown.

SMILES	HTR5A ag	phage Ecoli inh	Ecoli viability	MOR-DOR ag	SUMO Mot1 rescue	DSG3 Ab inh	HTR5A inv ctr	MOR-DOR inv ag	AddAB inh	PfHsp90 yeast 2	PKA-R1A activ
O=C(Nc1ccc(S(=O)(=O)N2CCCC2)cc1Cl)C1=COCCO1	2	0.9	-0.7	-2.3	-26	86	21	13	0.2	18	7
COc1ccc(N(CC(=O)N2CCC(C)CC2)S(=O)(=O)c2c(C)nn(C)c2C)cc1	4	2.4	0.4	-0.6	-12	97	-24	3	0.9	16	-5
COC(=O)[C@H](C)NC(=O)c1cc2c(cn1)[nH]c1ccccc12	0	2.0	-0.7	-1.0	14	92	-1	6	1.9	8	4
Cc1ccc2c(C)cc(=S)[nH]c2c1	5	4.5	x	-1.6	x	98	-13	9	x	-34	-7
COC(=O)c1nn(-c2ccccc2)c(Sc2ccc(OC)cc2)c1/C=N/O	0	3.4	1.8	-2.7	78	109	-1	15	2.4	-17	4
Cc1ccc(SCCC(=O)Nc2ccc(Br)c(C)c2)cc1	3	2.2	2.0	0.9	6	51	-7	-5	3.4	-19	-14
CCOC(=O)N/N=C(C)/C=C/c1ccccc1	2	5.5	-3.1	0.3	-2	104	-5	-2	-0.7	-12	-1
O=C(NC1(C(F)(F)F)NC(=O)N(Cc2cccnc2)C1=O)c1ccc(F)cc1 (stereo unspecified)	2	0.9	-1.9	-2.1	-2	119	-6	11	1.4	x	-7
CC(=O)c1ccc(OCC(=O)Nc2ccc3nc(C)sc3c2)cc1	-1	0.5	0.3	-3.7	11	x	5	17	-0.1	4	4
O=C(Nc1cccc(S(=O)(=O)NCc2ccco2)c1)c1cccc(Cl)c1	2	3.2	-0.7	-0.8	-18	103	-6	3	-0.8	11	-20
COC(=O)c1ccc(COC(=O)c2ccc(N(C)C)cc2)cc1	2	0.9	0.2	2.6	-29	103	-4	-16	0.6	8	-9
O=C(c1cccnc1)N1CCN(C(=O)c2cccc(Cl)c2)CC1	1	1.4	1.5	-0.5	-23	96	-5	2	4.3	0	-4
CCCCNc1nc(C)c(C(C)=O)cc1C#N	0	3.5	0.5	-2.2	296	103	-14	11	4.3	3	3
CC(=O)OC[C@H]1O[C@@H](Oc2cc3ccc(=O)oc3cc2OC(C)=O)[C@H](OC(C)=O)[C@@H](OC(C)=O)[C@@H]1OC(C)=O	-2	-2.8	x	-2.9	x	104	8	14	x	-19	-3
CC(O)[C@H]1CNC(=O)C(=O)N1CC1CCCCC1 (stereo partly specified)	-3	2.5	1.4	-1.2	1	105	-1	7	1.3	-14	-1
CCCC(=O)NCCc1cc(OC)c(OC)cc1Br	1	0.7	4.0	-3.9	18	x	3	20	0.0	-42	8
CCOc1cc(/C=N/Nc2nnc(C)n2N)ccc1OC(C)=O	-1	1.6	x	1.7	38	87	4	-8	x	6	3
C=CCC1NCCc2c(Br)cccc21 (stereo unspecified)	2	5.1	1.9	-2.0	-5	96	7	9	4.0	-24	-3
COc1ccc(NC(=O)CSc2nnc(-c3ccccc3)n2Cc2ccco2)c(OC)c1	-2	-0.4	-2.6	-4.2	46	x	-20	18	1.6	-14	-7
COc1ccc(C(=O)O)cc1S(=O)(=O)N1CCCc2ccccc21	2	-2.0	-0.2	-2.0	-4	98	-8	10	-3.0	0	5
C=CCOc1c(Br)cc(CNn2cn[nH]c2=S)cc1OC	-2	1.1	-0.6	-2.6	-1	99	25	13	1.7	-19	4
COc1cccc(C(=O)C2CCCN(Cc3cn(CC(N)=O)c4ccccc34)C2)c1 (stereo unspecified)	3	5.8	1.9	9.5	79	113	-8	-49	1.9	6	-4
Cc1ccc(S(=O)(=O)/N=S(\C)C(C)C)cc1 (stereo unspecified)	3	2.4	-1.6	-2.5	-27	95	-7	15	0.7	-25	-6
Cc1ccc(S(=O)(=O)n2cnc3cc([N+](=O)[O-])ccc32)cc1C	-2	2.4	-0.8	0.1	-15	99	-38	0	3.3	-4	-10
CCN(CC)CCN(C(=O)C1=COCCO1)c1nc2c(OC)ccc(OC)c2s1	5	-0.2	0.7	-0.5	2	108	-12	2	0.8	-1	0
O=C(CCCC(=O)c1ccccc1)NCCc1ccccc1	1	2.9	-2.2	-1.0	3	99	-3	4	-0.6	-1	-4
CCc1ccc(CN2CCC(n3nccc3NC(=O)c3ccccc3C)CC2)cc1	0	1.2	-0.3	1.9	-20	x	-9	-10	1.3	-5	4
COc1ccc(C(=O)OC(C(=O)c2ccccc2)c2ccccc2)cc1 (stereo unspecified)	2	2.9	5.5	-2.8	-6	71	5	15	0.9	10	-10
COc1ccc(NC(=O)CN2C(=O)C(C)Oc3ccccc32)cc1 (stereo unspecified)	1	1.5	-0.2	-0.8	4	129	-43	4	1.3	x	-11
O=C(CSc1nc(=O)n2ccccc2n1)Nc1cccc2ccccc12	3	1.5	-2.3	-2.1	-3	103	-9	13	1.3	x	-2
CC(C)(CC(=O)O)CC(=O)O	-2	2.8	1.4	-1.8	-7	99	-25	10	3.2	-19	-1
COc1ccc(-n2nc3c(c2NC(=O)C2CC(=O)N(c4ccccc4)C2)CS(=O)(=O)C3)cc1 (stereo unspecified)	-1	1.3	-0.8	-2.1	1	x	7	11	0.0	-1	-4
Cc1ccc(-c2csc3nc4cc(C(=O)NC5CCC(O)CC5)ccc4c(=O)n23)cc1 (stereo unspecified)	0	1.0	-0.5	-1.7	-10	101	1	9	1.8	1	6
Cc1cccc(C(=O)NC2C(=O)NNC2c2ccc(Cl)cc2)c1 (stereo unspecified)	4	-1.4	-0.3	-1.8	4	86	-9	12	1.1	12	-10
CCN(C(=O)COC(=O)Cn1cnc2c1c(=O)n(C)c(=O)n2C)C1CCS(=O)(=O)C1 (stereo unspecified)	1	2.6	3.6	-0.3	9	107	-3	1	0.9	-6	-2
CCC(=O)Nc1ccc(N2CCCCC2)c(C(=O)Nc2ccccc2C)c1	10	1.5	-1.4	2.1	-17	99	-14	-11	0.6	6	4
Oc1ccc(Br)cc1-c1cc(-c2ccc(Cl)cc2)n[nH]1	-1	4.2	1.7	9.8	-6	104	-3	-58	4.5	11	1
Cc1cc(C)c(C#N)c(SCCS(=O)(=O)c2ccc(C(C)(C)C)cc2)n1	2	4.4	-1.0	-2.4	2	106	-4	14	-1.5	3	-1
CCCCN1CCc2c1nc1ccc(Br)cc1c2N	10	3.4	1.4	4.0	10	93	-1	-23	2.1	-10	-12
O=C(CCS(=O)(=O)c1ccc2c(c1)NC(=O)CS2)NCCc1ccc(Cl)cc1	3	2.8	-0.6	-1.6	-6	101	14	8	2.0	-1	3

Single records, as listed above. Values in the order: HTR5A ag	phage Ecoli inh	Ecoli viability	MOR-DOR ag	SUMO Mot1 rescue	DSG3 Ab inh	HTR5A inv ctr	MOR-DOR inv ag	AddAB inh	PfHsp90 yeast 2	PKA-R1A activ
`Cc1ccc(-c2csc3nc4cc(C(=O)NC5CCC(O)CC5)ccc4c(=O)n23)cc1` (stereo unspecified) is entered as 0	1.0	-0.5	-1.7	-10	101	1	9	1.8	1	6
`Cc1cccc(C(=O)NC2C(=O)NNC2c2ccc(Cl)cc2)c1` (stereo unspecified) is entered as 4	-1.4	-0.3	-1.8	4	86	-9	12	1.1	12	-10

New compounds follow
SMILES	HTR5A ag	phage Ecoli inh	Ecoli viability	MOR-DOR ag	SUMO Mot1 rescue	DSG3 Ab inh	HTR5A inv ctr	MOR-DOR inv ag	AddAB inh	PfHsp90 yeast 2	PKA-R1A activ
N#CCCN(CCC#N)c1nncs1	8	1.4	3.9	-2.4	-4	100	-24	13	-0.7	-15	-11
Cn1cc(C(=O)c2ccccc2)cc1-c1nc2ccccc2n1C	-1	-0.4	-0.9	0.0	103	x	-12	0	-0.6	-7	-3
COc1ccccc1N(C)S(=O)(=O)c1ccc(C(=O)OCC(=O)NCC(F)(F)F)cc1	-2	4.2	1.9	-3.0	13	81	6	15	5.0	8	0
CC(Sc1nnc(-c2ccccc2F)o1)C(=O)Nc1ccc(N2CCOCC2)cc1 (stereo unspecified)	4	3.5	x	-3.0	x	99	-18	15	x	-5	-15
C=C(C)C1CC=C(C)/C(=N\NC(=O)CCC(=O)Nc2ccc(C)c(C)c2)C1 (stereo unspecified)	2	-0.7	-1.9	4.2	2	106	-6	-23	2.3	-52	12
O=C(O)c1ccc2c(c1)C(=O)N(C(Cc1ccccc1)C(=O)O)C2=O (stereo unspecified)	9	-0.5	-1.7	3.4	12	96	-24	-21	0.9	-10	-2
Nc1cc2ccncc2c2ccccc12	3	2.5	1.4	10.0	34	94	-10	-50	1.9	46	-8
CS(=O)(=O)N1N=C(c2ccc(Br)cc2)CC1c1cccs1 (stereo unspecified)	-6	3.1	1.2	0.2	-4	103	13	-1	2.1	-22	10
CCOc1ccc(CCNC(=O)c2nccnc2C(=O)O)cc1OCC	-3	1.0	-0.8	-2.1	2	95	11	10	1.0	-10	6
O=C(Oc1ccc(F)cc1)c1ccc2c(=O)n3c(nc2c1)CCC3	0	-0.5	0.0	0.3	-8	96	0	-2	1.7	x	1
O=S(=O)(NC1=NCCCCC1)c1ccccc1Cl	-2	3.5	-3.6	-2.3	x	102	27	11	0.3	-13	7
Cc1ccc(N=C2NC(=O)/C(=C/c3cccn3C)S2)c(C)c1	-3	0.8	-4.3	0.4	78	105	-5	-2	-0.5	8	8
CCC(C)(C)n1nnnc1CN1CCC(NC(=O)c2ccc(Br)cc2)CC1	5	3.0	0.1	-2.0	14	x	13	9	0.8	12	7
O=C(C[n+]1cccc(CNC(=O)c2ccc(OC(F)F)cc2)c1)Nc1ccc(F)cc1	0	-0.7	1.3	-2.0	3	94	-6	10	3.0	3	5
Cc1cc(NC(=O)c2ccccc2F)nc2c1c(=O)oc1ccccc12	2	2.5	1.4	-0.1	x	x	-29	0	0.2	-40	2
S=c1[nH]nc(CN2CCCCC2)n1-c1ccc(Cl)cc1	4	2.9	-0.9	-1.7	96	112	-10	8	-1.5	x	3
CCc1ccc(C2CC(c3cccc(OC)c3)n3nc(N)nc3N2)cc1 (stereo unspecified)	-6	0.5	0.7	-2.8	-4	114	17	14	5.4	-18	-10
C=CCNC(=O)C12CC3CC(C1)CC(C(=O)NCC=C)(C3)C2	-1	2.6	-1.7	-1.1	6	x	1	6	0.7	-16	-10
COc1ccc(-n2cnc3cc([N+](=O)[O-])ccc32)cc1	0	4.2	x	-1.0	x	86	10	6	x	15	-10
CCCCCCn1c(=O)[nH]c2nc3cc(N)c(C)cc3nc2c1=O	0	4.4	x	5.7	x	105	1	-41	x	13	9
COc1ccc(C(C)=O)cc1COc1cccc2cccnc12	-4	0.4	-0.8	-0.2	-2	116	11	1	0.6	-8	2
CCOC(=O)C1CCN(S(=O)(=O)c2cccc(-c3cn4ccccc4n3)c2)CC1	-4	3.4	1.9	1.0	1	102	14	-5	-0.8	-6	11
O=c1[nH]nc(CNc2ccc(O)cc2)c2ccccc12	2	4.0	0.3	7.4	29	92	-40	-41	1.4	-4	15
CCn1nc(C)c(Br)c1Nc1ccc(Br)cc1	-6	1.3	1.5	1.3	-12	102	0	-7	-0.8	-16	-18
COC(=O)c1cnc(N2CCCN(S(=O)(=O)c3ccccc3)CC2)nc1C(F)(F)F	-1	0.1	0.3	0.6	6	x	16	-3	1.9	-12	-2
